High-throughput results from PubChem.
FXIIa inh = factor XIIa (human) inhibition; purified FXIIa, Boc-QGR-AMC fluorogenic substrate, 2 h; inhibition, % at 5 µM; P00748; AID 800; 220,000 compounds, 0.3% hits; in the data active means inhibition above about 40%;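 further: 0% = enzyme with no compound and 100% = blank without enzyme; many of its hits are not listed in these tables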
FXIa inh 1536 = blocks human coagulation factor XIa protease activity. P03951. purified FXIa, Boc-Glu-Ala-Arg-AMC fluorogenic substrate. inhibition, % at 5 µM. 220,000 compounds, 0.14% hits;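 active means inhibition of at least 40%; inactive means inhibition below 40%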;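 further: fluorescence of freed AMC excited at 355 nm; 0% = enzyme without compound and 100% = no enzyme blank; many of its hits are not listed in these tables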
Rad51 HR inh = Rad51 (human) homologous recombination inhibition; Q06609; hRad51 DNA strand exchange, fluorescence dequenching; inhibition, % at 10 µM; 200,000 compounds, 0.085% hits;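 active means inhibition above 40% at the single screening dose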;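 further: 0% = DMSO control wells and 100% = blanks with heterologous ssDNA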
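System: human Rad51 nucleoprotein filaments preassembled on unlabelled ssDNA. Reagent: labelled 47-mer dsDNA for strand exchange. Schedule: 30-min compound preincubation and 15-min exchange, both room temperature. Measured by: FRET fluorescence dequenching, excitation 485 nm, emission 520 nm. Read-out: Fluorescence-based percent inhibition, control- and blank-normalised. Benchmarks: plate controls and plate blanks.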
PERK inh = blocks human PERK kinase; Q9NZJ5; CHO PERK-DD fusion, SEAP luminescence translation reporter; inhibition, % at 5.6 µM; 220,000 compounds, 0.17% hits; AID 1416;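 active means inhibition above the mean inhibition of all tested compounds plus 3 SD, set separately per screening campaign, cut at about 2.9% in these data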;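 further: PERK kinase domain activated by AP20187 dimerizer at 100 nM; 0% = DMSO with dimerizer and 100% = rapamycin at 8.4 µM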
Target sequence (Q9NZJ5 whole entry, looked up, the tested form may be a part): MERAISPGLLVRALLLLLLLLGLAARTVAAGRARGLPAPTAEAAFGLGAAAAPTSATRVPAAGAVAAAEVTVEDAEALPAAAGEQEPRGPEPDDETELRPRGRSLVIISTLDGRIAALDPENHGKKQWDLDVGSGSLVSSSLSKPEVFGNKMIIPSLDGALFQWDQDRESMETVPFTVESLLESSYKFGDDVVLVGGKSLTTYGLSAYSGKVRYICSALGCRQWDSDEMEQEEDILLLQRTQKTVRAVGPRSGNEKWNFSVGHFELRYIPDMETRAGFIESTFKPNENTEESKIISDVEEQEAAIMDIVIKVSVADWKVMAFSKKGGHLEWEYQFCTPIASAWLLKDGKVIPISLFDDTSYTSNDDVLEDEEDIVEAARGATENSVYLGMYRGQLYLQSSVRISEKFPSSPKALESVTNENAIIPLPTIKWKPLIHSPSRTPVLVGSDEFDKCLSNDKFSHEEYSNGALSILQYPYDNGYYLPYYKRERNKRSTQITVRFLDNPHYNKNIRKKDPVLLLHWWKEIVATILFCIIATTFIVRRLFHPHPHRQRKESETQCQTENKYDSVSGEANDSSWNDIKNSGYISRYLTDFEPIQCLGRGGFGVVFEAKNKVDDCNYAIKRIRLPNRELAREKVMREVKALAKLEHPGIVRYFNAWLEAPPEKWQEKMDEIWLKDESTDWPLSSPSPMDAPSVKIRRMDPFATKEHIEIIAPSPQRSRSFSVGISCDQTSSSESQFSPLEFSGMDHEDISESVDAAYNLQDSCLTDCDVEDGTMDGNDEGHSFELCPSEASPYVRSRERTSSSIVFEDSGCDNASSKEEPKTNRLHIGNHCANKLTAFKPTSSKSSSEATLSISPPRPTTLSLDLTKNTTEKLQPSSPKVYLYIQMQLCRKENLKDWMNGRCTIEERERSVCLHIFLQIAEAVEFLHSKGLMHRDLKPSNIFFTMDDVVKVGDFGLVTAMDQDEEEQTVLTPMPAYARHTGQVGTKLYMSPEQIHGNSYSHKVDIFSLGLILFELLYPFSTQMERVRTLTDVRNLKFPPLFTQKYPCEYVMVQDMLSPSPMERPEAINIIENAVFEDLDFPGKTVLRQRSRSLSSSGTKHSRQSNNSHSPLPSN
KCC2 mod = modulators of human KCC2 chloride dependent transport; Q9H2X9; KCC2 cells, thallium flux FluoZin-2 fluorescence; B-score of Tl+ flux slope (higher = more flux/activation; lower = inhibition) at 10 µM; 190,000 compounds, 2.2% hits;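 active means thallium flux slope and its plate-corrected score both differing from the plate sample mean at a set confidence after two filtering rounds, in either direction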;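 further: slope of fluorescence scaled to starting intensity during 10 to 20 s after thallium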
m-calpain inh = calpain II (pig) inhibition; purified calpain II, fluorogenic peptide substrate, 30 min; inhibition, % at 16 µM; 220,000 compounds, 0.37% hits;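 active means inhibition above about 50%, limit read from the data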
Furin inh = inhibitors of human furin | P09958 | purified furin, fluorogenic substrate cleavage | inhibition, % at 30 µM | 220,000 compounds, 0.061% hits | AID 463115; in the data active means inhibition above about 25%; further: inactives centre near -15
thrombin 1536 = blocks human thrombin protease activity; alpha-thrombin, Boc-VPR-AMC fluorogenic substrate cleavage; inhibition, % at 5 µM; AID 1046; 220,000 compounds, 0.26% hits; P00734;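 active means inhibition at or above 40%; inactive means inhibition below 40%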;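 further: 0% = enzyme with no compound and 100% = wells without enzyme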
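System: Human alpha-thrombin protein | Medium: pH 7.5 Tris (50 mM) with NaCl 150 mM, Tween 20 0.05% | Times: Enzyme reaction carried out at room temperature | Detection: AMC fluorescence, 355/460 nm | Evaluation: Percent inhibition scaled between no-compound controls and no-enzyme blanks | Benchmarks: Enzyme without compound as high, wells lacking enzyme as low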
hK5 inh = inhibitors of human kallikrein 5. inhibition, % at 5 µM. 210,000 compounds, 0.59% hits. recombinant hK5, fluorogenic AMC substrate cleavage;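 active means inhibition of 40% or more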;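 further: 0% = enzyme controls without compound and 100% = no-enzyme blanks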
Numbers without * were called inactive; · = no result given; [ ] = another dose, or the depositor's remark. Not all compounds are listed, so the mix of outcomes need not match the whole.

SMILES,FXIIa inh,FXIa inh 1536,Rad51 HR inh,PERK inh,KCC2 mod,m-calpain inh,Furin inh,thrombin 1536,hK5 inh
CCNC(=S)NNC(=O)c1csc2c1CCC(C)C2 (stereo not drawn),11,5,17,1.0,0.37,-19,-20[20 µM],3,-114
CCOc1c2ccc(C(=O)NCc3ccc(C)cc3)cc2nn1CCOC,-9,-11,-1,0.2,-0.93,-335,-25[20 µM],-5,·
O=C(N/N=C/c1ccc(C(=O)O)cc1)C1=NNC(c2ccccc2)(c2ccccc2)C1,1,0,13,0.6,-0.019,11,-17,-13,-10
COC(=O)C1=C(N)OC2=C(C(=O)CC(C)(C)C2)C1c1ccccc1OCC#N (stereo not drawn),2,-2,-67,1.5,0.27,-8,-17,2,-8
COc1ccc([N+](=O)[O-])cc1NS(=O)(=O)c1ccc(C)cc1,9,1,4,1.0,·,-14,-24,1,1
Cc1c(N=Cc2ccc[nH]2)c(=O)n(-c2ccccc2)n1C,0,-5,0,0.7,0.38,-3,-25,-2,-2
Cc1ccc(CCNC(=O)C2CCC(CNc3c(N4CCC(C)CC4)c(=O)c3=O)CC2)cc1 (stereo not drawn),14,8,-5,0.5,1,7,-16,0,-9
CCC(=O)OCCNc1cc(Sc2nc3ccccc3s2)c2nonc2c1[N+](=O)[O-],14,-1,-7,-0.5,3.2,-7,-4[20 µM],1,0
COC(=O)c1ccc(NC(c2ccc(Cl)cc2)P(=O)(OC)OC)cc1 (stereo not drawn),0,0,0,-0.3,0.11,5,-11,-12,-5
Nc1nc(SCC(=O)NNc2c(Cl)cc(Cl)cc2Cl)n[nH]1,5,8,10,-0.2,0.31,-17,-5,-1,-8
Cc1cccn2cc(CCNC(=O)c3ccco3)nc12,4,-4,-3,0.0,·,10,-22,-4,-23
CCOc1ccc(C(C)=O)cc1Cn1nc(C(=O)O)c2ccccc2c1=O,4,-7,0,-0.7,0.33,-3,-26,-2,1
O=C(c1cccc([N+](=O)[O-])c1)N1CCN(c2ccc(Cl)cc2)CC1,2,0,4,0.5,-0.3,2,-18,-8,-13
C/C(Cn1nnc([N+](=O)[O-])n1)=N\NC(=O)c1ccc(C)cc1,7,7,10,0.8,-0.13,-4,-21,-2,-12
Cc1cc(=O)oc(C)c1C(=O)NCCC1=CCCCC1,26,18,1,0.2,1,-10,-14[20 µM],4,1
N#C/C(C(=O)c1ccccc1)=C1/SC=C(N)N1c1ccccc1,3,18,-293,0.6,1.8,-43,-10[20 µM],2,-12
CC1=CCC2C(=O)N(c3ccc(S(N)(=O)=O)cc3)C(=O)C2C1 (stereo not drawn),1,-4,2,-0.2,1.5,-29,-24,-7,-5
COc1ccc(/C=N/NC(=O)Cn2cnc3ccccc3c2=O)cc1OC,21,10,-14,0.6,0.47,4,-15,-3,-8
CN=C1SC(C(=O)O)CC(=O)N1C (stereo not drawn),2,-6,10,1.4,2.5,-17,-20,-5,9
CC1=NN(C(=O)COc2cc(C)ccc2C(C)C)C(O)(c2ccccc2)C1 (stereo not drawn),11,0,-11,-0.3,-1.2,20,-9,-1,1
Cn1c(=O)c2c(nc(N/N=C/c3ccc(OC(=O)c4ccco4)cc3)n2Cc2ccccc2)n(C)c1=O,6,3,11,0.6,0.17,-2,-13,-13,-5
CCN(C(=O)CSc1nnc(-c2ccncc2)n1Cc1ccccc1)C1CCS(=O)(=O)C1 (stereo not drawn),7,1,1,1.3,0.58,-26,-22,-9,4
CCOC(=O)c1cn(CC)c2ccc(S(=O)(=O)N3CC(C)CC(C)C3)cc2c1=O (stereo not drawn),19,5,·,-0.4,-0.54,5,-26,-1,7
CCCC(c1nnnn1Cc1ccc(OC)cc1)N1CCC(C(N)=O)CC1 (stereo not drawn),-3,-4,2,0.2,-0.16,21,-11,-3,0
COc1ccc(CNc2nc3ccccc3n2CCN2CCCCC2)cc1,2,-4,-89,1.2,0.45,6,-22,0,-9
NC(=O)/C(=N\O)c1ccccc1,17,0,-3,1.0,0.13,-4,-16,-2,-4
C=CCc1cc(Cl)ccc1OC(=O)Nc1cccc(Cl)c1,8,-13,16,-0.3,-0.13,6,-26,-5,-2
COC(=O)c1cccc(NC(=O)CN2CCN(Cc3ccccc3)CC2)c1,-1,-6,18,-0.6,·,9,-27[20 µM],-5,2
CC(C)NC(=O)c1cc2cc([N+](=O)[O-])ccc2s1,9,-1,7,0.3,-1.6,-42,-6,1,-22
COCCCNC(NC(=O)c1ccc(OC)cc1)C(Cl)(Cl)Cl (stereo not drawn),10,-1,-13,1.8,0.038,-21,-14,-10,3
COc1ccc(Cc2noc(CN3CCN(C4CCc5ccccc5C4)CC3)n2)cc1OC (stereo not drawn),15,4,·,0.4,-1.2,2,-22,3,·
Cc1nnc(SCc2ccc(Cl)cc2)nc1/C=C/N(C)C,12,2,-15,-0.3,-1.4,2,-4,13,4
N#CC1=C(SCC(=O)Nc2ccccc2)NC(=O)CC1c1ccco1 (stereo not drawn),11,7,-15,0.2,0.59,-10,-8[20 µM],2,-4
COCCNC(=O)c1ccccc1NS(=O)(=O)c1ccc(Br)s1,-6,-12,-7,-0.9,·,26,-24[20 µM],-4,-16
COc1cc(Cl)c(S(=O)(=O)NCc2ccccn2)cc1Cl,8,3,-3,-0.4,·,-35,-21[20 µM],-4,-21
Cc1ccc(NS(=O)(=O)c2ccc(-c3csc(C)n3)s2)c(C)c1,8,1,7,0.6,-0.12,-6,-18,1,2
CC(NC(=O)CCCN1C(=O)c2ccccc2C1=O)c1ccc2c(c1)CCCC2 (stereo not drawn),6,-5,-6,0.1,-2.2,-7,-8[20 µM],-5,2
NCCCNc1ccc([N+](=O)[O-])cc1C(F)(F)F,10,1,8,0.3,-0.17,-7,-13,-7,3
CCOc1ccc(C2C(C(=O)Nc3ccccc3)=C(C)N=c3s/c(=C/c4cccc(OCC(=O)O)c4)c(=O)n32)cc1 (stereo not drawn),10,0,1,0.6,-0.47,-152,-22,-3,1
COCCCNC(=S)NC1CC2CCCC(C1)N2Cc1cccs1 (stereo not drawn),7,-23,4,0.4,·,-45,-22[20 µM],-3,-19
CC(=O)c1c(C)nc2cc(Cl)ccc2c1N,18,0,·,0.6,·,20,-3[20 µM],2,-7
O=C(/C(=C/c1cccnc1)n1ccnc1)c1ccc(Cl)cc1Cl,7,0,1,-0.1,0.56,-22,-25,-1,1
Cc1ccc(-n2c(=O)c3sccc3n(CC(=O)NC3CCCCC3)c2=O)cc1,4,0,0,1.0,-0.64,-20,-31,-10,7
COc1cc(NC(=O)CSc2nc3c(c(=O)[nH]2)CCCC3)cc(OC)c1OC,5,-2,-11,1.1,-1.3,-71,-24,1,2
CC(C)(C)NC(=O)COc1ccc(CNCc2ccccn2)cc1,-3,-5,-4,0.7,0.63,-17,-21,-6,4
Cc1ccccc1C(=O)NC1CCN(CC(=O)Nc2ccc3c(c2)OCCO3)CC1,-1,-4,3,0.2,-0.17,11,0,1,-11
O=C1C2C3CCCC3=C3CCCC3C2C(=O)N1c1ccc(F)cc1 (stereo not drawn),-14,-3,8,0.1,0.39,6,-7,8,22
CCC(C)(C)NC(=O)c1cc(S(=O)(=O)N2CCCCC2)ccc1N1CCOCC1,10,-15,8,0.7,·,-11,-22,4,16

Among those listed so far, 2 contain fluorine:
SMILES,FXIIa inh,FXIa inh 1536,Rad51 HR inh,PERK inh,KCC2 mod,m-calpain inh,Furin inh,thrombin 1536,hK5 inh
NCCCNc1ccc([N+](=O)[O-])cc1C(F)(F)F,10,1,8,0.3,-0.17,-7,-13,-7,3
O=C1C2C3CCCC3=C3CCCC3C2C(=O)N1c1ccc(F)cc1 (stereo not drawn),-14,-3,8,0.1,0.39,6,-7,8,22

Following part
SMILES,FXIIa inh,FXIa inh 1536,Rad51 HR inh,PERK inh,KCC2 mod,m-calpain inh,Furin inh,thrombin 1536,hK5 inh
CCc1c(C(=O)NNC(=S)NCC(C)C)csc1C,-6,-7,-9,-0.2,-1.1,7,-12[20 µM],-4,-171
O=S(=O)(NCC(c1cccnc1)N1CCN(Cc2ccccc2)CC1)c1ccccc1 (stereo not drawn),13,4,-3,0.8,·,-17,-7,-2,-11
Cc1[nH]ccc(=O)c1OCc1c(F)cccc1Cl,3,-3,6,0.1,0.29,-11,-28,-1,-5
O=[N+]([O-])c1ccc(C2CCCC/C2=N\OCc2cccc(F)c2)c([N+](=O)[O-])c1 (stereo not drawn),2,-7,·,0.6,-0.28,21,-11[20 µM],-2,8
CC1CN(c2ccc(Cl)nn2)CC(C)O1 (stereo not drawn),-1,-5,-8,0.1,1.9,27,-8,3,-11
COc1ccc(N=C2SC(C(=O)Nc3ccc(OC)cc3)CC(=O)N2CCN2CCOCC2)cc1 (stereo not drawn),8,0,·,-1.9,-0.065,0,-10,-5,-12
CCN(CC(=O)Nc1c(C(=O)OC)[nH]c2ccc(C)cc12)c1ccc2c(c1)OCO2,1,4,-6,-0.5,·,11,-23,1,7
CCCCNCc1cccn1-c1ccccc1,15,6,-1,0.9,0.58,-9,-14[20 µM],4,-8
COC(=O)CCSCC(=O)N1N=C(c2ccc(Br)cc2)CC1c1cccc(OC)c1OC (stereo not drawn),3,-4,-4,0.1,·,-5,-8,-4,-3
O=C(COc1ccc(NS(=O)(=O)c2ccc(F)cc2)cc1)N1CCOCC1,3,-4,-7,1.0,-0.027,-12,-6,-9,-3
CCCCn1c(=O)n(C)c(=O)c2c3c(sc21)COC(C)(C)C3,6,-4,13,-0.9,·,-43,-6,-3,-15
O=c1c([N+](=O)[O-])c(N2CCCCCC2)c2ccccc2n1-c1ccccc1,-10,-11,1,1.6,·,11,-6[20 µM],4,-26
Cn1nc(C(=O)Nc2c(-c3ccccc3)nc3sccn23)c2ccccc2c1=O,4,-4,-2,-1.2,0.16,-5,-20,-1,-10
CCOC(=O)c1c(CSc2ccc(C)cc2)n(C)c2cc(Br)c(O)c(CN(C)C)c12,15,0,·,-0.2,·,-6,-9,-2,·
CC1CCN(C(=S)c2cn(Cc3ccc(F)cc3)c3ccccc23)CC1,9,-2,5,0.8,0.74,2,-7[20 µM],-5,15
O=C(Nc1ncccn1)c1cccs1,1,-1,3,0.4,0.21,-16,-25,0,0
COC1(OC)N=C(N)C2(C#N)C(c3ccc(C)cc3)C12C#N (stereo not drawn),6,3,-5,0.2,·,-53,-10,-6,-3
COc1ccccc1N1CCN(C(=O)Cn2c(=O)[nH]c3ccsc3c2=O)CC1,6,-4,-1,0.5,0.081,-24,-20[20 µM],-2,-15
O=C(OCC#CCSc1nnc(-c2ccccc2)o1)c1cc2ccccc2o1,-6,-10,-9,0.2,0.94,31,-20[20 µM],-1,-12
CCOC(=O)CNC(=O)CSc1nnc(C)c(=O)[nH]1,3,-11,6,0.3,0.52,5,-5,-7,-6
